# BL2 CD40 inh: CD40 pathway inhibition in BL2 cells | BL2 NF-kB luciferase reporter, CD40L-induced, 4 h | inhibition, % at 10 µM | hit rate 0.94% among 83,000;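 active = mean inhibition of at least 50% with a set share of replicates also reaching that level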;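 note: 0% = neutral control wells and 100% = IKK inhibitor VII at 50 µM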
# * = called active by the depositor; & = joins results of further samples; [ ] = another dose, or the depositor's remark. An excerpt; count on the stated rates, not on these rows.
# The opening 18 entries, ahead of the listing:
SMILES,BL2 CD40 inh
O=C(c1ccc2ccccc2n1)N1CCN(c2ccccn2)CC1,-2
O=C(Nc1ncccn1)c1cc(-c2ccc(F)cc2)nc2ccccc12,7
CN(C)/C=N/c1nc2nccc(-c3ccccn3)n2n1,3
CC(C)NC(=O)N1C[C@@H]2[C@H](c3ccccc31)[C@@H](CO)N2C(=O)C1CCCC1,6[25 µM]
CC1(C)C2C/C(=N\O)C(C)(/[N+]([O-])=C/c3cccc([N+](=O)[O-])c3)CC21 (configuration not stated),5
CC1CCCN(c2nc3ccccc3nc2C(C#N)S(=O)(=O)c2ccccc2)C1 (configuration not stated),6
O=S(=O)(c1cccc2cccnc12)N1CCN(c2ccccc2)CC1,6
O=C1C(c2ccc(F)cc2)N(Cc2ccc3c(c2)OCO3)C(=O)CN1C1CCCCCC1 (configuration not stated),1
O=C(OCCOc1cccc(Cl)c1)c1ccc2ncsc2c1,-4
COC(=O)c1c(C)cc(O)c(C)c1O,4
CC(NC(=O)Cn1cccc1C(=O)c1ccccc1)c1ccc2c(c1)OCCO2 (configuration not stated),0
CO[C@H]1CN(C)C(=O)c2ccc(NC(C)=O)cc2OC[C@H](C)N(Cc2cccc(F)c2)C[C@H]1C,-2[25 µM]
C[C@H](CO)N1C[C@H](C)[C@@H](CN(C)Cc2ccncc2)Oc2ncc(-c3cncnc3)cc2C1=O,-1[25 µM]
COc1cc(C(=O)NCC(c2cccs2)N2CCOCC2)ccc1OCc1ccc(Cl)cc1 (configuration not stated),6
CCOC(=O)c1c(NC(=O)COC(=O)/C=C/c2ccco2)sc2c1CC(C)(C)NC2(C)C,0
CCOC(=O)C1=C(COC(=O)c2cccc(NC(C)=O)c2)NC(=O)NC1C (configuration not stated),2
CC(C)C[C@H](NC(=O)N1CCCCCC1)C(=O)O,4
COc1ccc(CN(C)C[C@@H]2OCc3cnnn3CCCC(=O)N([C@H](C)CO)C[C@H]2C)cc1,-1[25 µM]

# All compounds of this part, from the first entry:
SMILES,BL2 CD40 inh
O=C(c1ccc2ccccc2n1)N1CCN(c2ccccn2)CC1,-2
O=C(Nc1ncccn1)c1cc(-c2ccc(F)cc2)nc2ccccc12,7
CN(C)/C=N/c1nc2nccc(-c3ccccn3)n2n1,3
CC(C)NC(=O)N1C[C@@H]2[C@H](c3ccccc31)[C@@H](CO)N2C(=O)C1CCCC1,6[25 µM]
CC1(C)C2C/C(=N\O)C(C)(/[N+]([O-])=C/c3cccc([N+](=O)[O-])c3)CC21 (configuration not stated),5
CC1CCCN(c2nc3ccccc3nc2C(C#N)S(=O)(=O)c2ccccc2)C1 (configuration not stated),6
O=S(=O)(c1cccc2cccnc12)N1CCN(c2ccccc2)CC1,6
O=C1C(c2ccc(F)cc2)N(Cc2ccc3c(c2)OCO3)C(=O)CN1C1CCCCCC1 (configuration not stated),1
O=C(OCCOc1cccc(Cl)c1)c1ccc2ncsc2c1,-4
COC(=O)c1c(C)cc(O)c(C)c1O,4
CC(NC(=O)Cn1cccc1C(=O)c1ccccc1)c1ccc2c(c1)OCCO2 (configuration not stated),0
CO[C@H]1CN(C)C(=O)c2ccc(NC(C)=O)cc2OC[C@H](C)N(Cc2cccc(F)c2)C[C@H]1C,-2[25 µM]
C[C@H](CO)N1C[C@H](C)[C@@H](CN(C)Cc2ccncc2)Oc2ncc(-c3cncnc3)cc2C1=O,-1[25 µM]
COc1cc(C(=O)NCC(c2cccs2)N2CCOCC2)ccc1OCc1ccc(Cl)cc1 (configuration not stated),6
CCOC(=O)c1c(NC(=O)COC(=O)/C=C/c2ccco2)sc2c1CC(C)(C)NC2(C)C,0
CCOC(=O)C1=C(COC(=O)c2cccc(NC(C)=O)c2)NC(=O)NC1C (configuration not stated),2
CC(C)C[C@H](NC(=O)N1CCCCCC1)C(=O)O,4
COc1ccc(CN(C)C[C@@H]2OCc3cnnn3CCCC(=O)N([C@H](C)CO)C[C@H]2C)cc1,-1[25 µM]
Cc1ccc(OCCCC(=O)ON=C(N)c2ccccc2C)cc1,5
COc1cccc(NC(=O)N2[C@@H](CO)[C@@H](c3ccccc3)[C@@H]2CNC(C)C)c1,6
Cc1ccc(NC(=O)CCN2C(=O)NC3(CCCC3)C2=O)cc1,6
COc1ccccc1CC(=O)Nc1cccc(C(=O)Nc2nccs2)c1,2
CC(C)NC(=O)NCC[C@@H]1CC[C@@H](NS(=O)(=O)c2ccc(Oc3ccccc3)cc2)[C@@H](CO)O1,11[25 µM]
Cc1cnc(C(=O)OCC(=O)c2c(N)n(CC(C)C)c(=O)n(C)c2=O)cn1,8
COCC(=O)N1[C@@H](C#N)[C@@H](c2ccc(C#Cc3ccccc3F)cc2)[C@@H]1CO,-14[25 µM]
CCN(CC)S(=O)(=O)c1ccc(N2CCCC2)c(C(=O)OCC(=O)N2CCCC2)c1,-3
O=C(c1cccs1)N1CCN(S(=O)(=O)N2CCCCC2)CC1,-13
N#C[C@H]1N[C@H](CO)[C@@H]1c1ccc(C2=CCCC2)cc1,-7[25 µM]
C/C(=N/NS(=O)(=O)c1ccc(Cl)cc1)c1cccc(NC(=O)c2ccncc2)c1,1
c1ccc2cc(Cn3ccnc3)ccc2c1,-1
O=C(Nc1cc2ccccc2oc1=O)C1CCCCC1,-70
COCC(=O)N1[C@@H](CO)[C@@H](c2ccc(-c3ccccc3OC)cc2)C12CN(C(C)=O)C2,-6[25 µM]
C/C=C/c1ccc([C@H]2[C@@H](CO)N3CCCCN(S(=O)(=O)c4ccc(OC)cc4)C[C@@H]23)cc1,23[25 µM]
CCOC(=O)N1CCN(S(=O)(=O)c2ccc3c(c2)NC(=O)CO3)CC1,2
COc1ccc(C(=O)N2CCC(C(=O)N3CCN(c4ccccc4)CC3)CC2)cc1,0
CCOc1ccc(N2C(=O)c3cccnc3C2Nc2ccc(Cl)cc2)cc1 (configuration not stated),1
Nc1ccn(C2CCCO2)c(=O)n1 (configuration not stated),8
CCN(CC)S(=O)(=O)c1ccc(N2CCOCC2)c(NC(=O)c2cc3ccccc3o2)c1,3
O=c1[nH]c(Nc2nc3ccccc3o2)nc2c1CCCC2,-21
O=C1CC(c2cccs2)c2cc3c(cc2N1)OCO3 (configuration not stated),1
CCC(C)NC(=O)Cn1nc(C(F)(F)F)c2c1CCCC2 (configuration not stated),1
CC(C)Oc1ccc(C(CC(=O)O)NC(=O)c2cccs2)cc1 (configuration not stated),16
C[C@H](NC(=O)C[C@H]1C=C[C@@H](NC(=O)c2cccnc2)[C@H](CO)O1)c1ccccc1,4[25 µM]
N#Cc1c(NC(=O)c2cnccn2)sc2c1CCCC2,-58
Fc1ccc(C2CCCN2Cc2nc(Cc3ccccc3)no2)cc1 (configuration not stated),5
COc1ccc(-c2cccc(NS(=O)(=O)c3cccc([N+](=O)[O-])c3)c2)nn1,-15
C[C@H]1CN([C@@H](C)CO)C(=O)CCCn2nncc2CO[C@H]1CN(C)C(=O)Nc1ccc(N2CCCCC2)cc1,-4[25 µM]
CC(=O)Nc1c(C(=O)O)[nH]c2ccccc12,1
Cc1ccccc1NC(=O)CSc1nnc2ccc(-c3ccncc3)nn12,-2
N#CC(C(=O)NCCc1ccccc1)c1nc2ccccc2nc1N1CCCCC1 (configuration not stated),8
O=C(NCC1c2ccccc2CCN1C(=O)CN1CCOCC1)C1CCCCC1 (configuration not stated),-8
C/C=C/c1ccc([C@@H]2[C@H](CO)N(C(C)=O)[C@H]2CN(C(=O)COC)C(C)C)cc1,-3[25 µM]
CO[C@@H]1CN(C)C(=O)c2ccc(NC(=O)Nc3c(C)noc3C)cc2OC[C@@H](C)N(CCC(F)(F)F)C[C@H]1C,2[25 µM]
C[C@H](CO)N1C[C@H](C)[C@@H](CN(C)C(=O)c2ccc(N3CCN(C)CC3)cc2)OCc2cnnn2CCCC1=O,0[25 µM]
O=C(Nc1cccc(S(=O)(=O)N2CCCC2)c1)c1cc(=O)[nH]c2ccccc12,11
COc1ccc(O)c(CN2CCN(C/C=C/c3ccccc3)CC2)c1,10
Cc1ccc(OCCC(=O)OCC(=O)Nc2ccc(C)c(S(=O)(=O)N3CCOCC3)c2)cc1,2
CN(C)CCNC(=O)Nc1ccc(Cl)c(Cl)c1,-9
COc1cccc2c1OC1(C)CC2NC(=O)N1Cc1ccccc1 (configuration not stated),-4
Cn1cccc1C1NC(=O)c2c(sc3c2CCC(C(C)(C)C)C3)N1 (configuration not stated),-10
# Carrying on:
SMILES,BL2 CD40 inh
CC1=CC(C)C(COC(=O)CN2CCCCC2)C(C)C1 (configuration not stated),10
CN1CCc2nc3sc(C(=O)NCc4ccccc4)c(N)c3cc2C1,-2
CS(=O)(=O)c1cccc(C(=O)OCCCC(=O)c2ccccc2)c1,-2
O=C(C[C@H]1CC[C@H](NC(=O)c2ccc3c(c2)OCO3)[C@H](CO)O1)NCc1ccc(Oc2ccccc2)cc1,0[25 µM]
CC1CC(C)CN(c2oc(-c3ccco3)nc2C#N)C1 (configuration not stated),10
Cc1ccc(-c2cnc(C(O)c3ccc(Cl)c(Cl)c3)[nH]2)cc1 (configuration not stated),22
CN(C)C(CNC(=O)CNC(=O)c1ccc2ccccc2c1)c1ccccc1 (configuration not stated),7
CCN(CC(=O)Nc1ccc(NC(C)=O)cc1)C(=O)c1cccc(S(=O)(=O)N2CCCC2)c1,2
O=[N+]([O-])c1cn(-c2nc(-c3ccco3)cc(C(F)(F)F)n2)cn1,-1
O=C(COC(=O)Cc1c[nH]c2ccccc12)NC1CCS(=O)(=O)C1 (configuration not stated),7
NC(=O)C1CCN(C(=O)c2cccc(S(=O)(=O)N3CCCC3)c2)CC1,-2
Cc1ccc2[nH]c(=O)c(COC(=O)C3CCCO3)cc2c1 (configuration not stated),7
COc1ccnc(Oc2ccccc2)c1-c1ncn[nH]1,-1
Cc1cc(NC(=O)c2ccc(S(=O)(=O)N(C)CC3CCCO3)cc2)no1 (configuration not stated),-63
CCCn1c(N)c(C(=O)CSc2ncn[nH]2)c(=O)n(C)c1=O,8
N#Cc1cccc(-c2csc(C(O)c3ccc(F)cc3)n2)c1 (configuration not stated),-29
O=C(NCc1cccnc1)c1cn(-c2ccccc2)nc1-c1ccccc1,-17
Cc1cc(C)c(C#N)c(SC(F)F)n1,-4
CN1CCc2c(OCC(=O)N3CCC(Cc4ccccc4)CC3)cccc2C1=O,43
COc1ccc(NC(=O)CNC(=O)CC23CC4CC(CC(C4)C2)C3)c(OC)c1,4
C/C=C/c1ccc(C2[C@H]3CNC[C@@H]2N3S(=O)(=O)c2ccccc2OC)cc1 (some centres not stated),-46&-5
COc1nc(C)nc2c1sc1nc3c(cc12)COC(C)(C)C3,-3
CCOC(=O)CN1CCS(=O)(=O)CC1,12
O=C(NNC(=O)c1cccc2ccccc12)c1ccc(Cl)cc1Cl,-38
COc1ccc(/C=N\NC(=O)CC(=O)Nc2cccc(Cl)c2)cc1OC,8
CCN1CCN(c2ccc(S(=O)(=O)N3CCCCC3)cc2NC(=O)Cc2ccccc2)CC1,7
C[C@H](CO)N1C[C@H](C)[C@H](CN(C)S(=O)(=O)c2ccccc2)Oc2ncc(C#CC3(O)CCCC3)cc2C1=O,-20[25 µM]
CC(=O)N(O)CCCCCNC(=O)CCC(=O)N(O)CCCCCNC(=O)CCC(=O)N(O)CCCCCN,-8[25 µM]
COc1cccc(NC(=O)N(C)C[C@@H]2OCc3ccccc3-c3ccccc3C(=O)N([C@H](C)CO)C[C@H]2C)c1,-16[25 µM]
O=C(CCCSc1nc2ccccc2[nH]1)NC1=NCCS1,10
CO[C@@H](CN(C)Cc1nccs1)[C@@H](C)CN([C@@H](C)CO)S(=O)(=O)c1ccc(F)cc1,10[25 µM]
CCS(=O)(=O)Nc1ccc2c(c1)C(=O)N(C)C[C@H](OC)[C@H](C)CN(CC1CCCCC1)[C@H](C)CO2,-3[25 µM]
O=C1CC(NS(=O)(=O)c2ccc([N+](=O)[O-])cc2)CN1c1ccc2c(c1)OCCO2 (configuration not stated),-9
CCOC(=O)NC(=S)Nc1c(C)n(C)n(-c2ccccc2)c1=O,4
COC(=O)c1[nH]c2c(c1C(=O)OC)CCc1ccccc1-2,1
CCCC(=O)N1CCC1(C)C(=O)Nc1ccc2nccnc2c1 (configuration not stated),10
COc1ccc(C(CNC(=O)c2cccc(S(=O)(=O)Nc3ccc(F)cc3)c2)N(C)C)cc1 (configuration not stated),-27
CNC[C@H](O)c1ccc(O)c(O)c1,9
C[C@H](NC(=O)C[C@@H]1C[C@H]2c3cc(NC(=O)NC4CCCC4)ccc3O[C@H]2[C@H](CO)O1)c1ccccc1,5
COc1ccccc1-c1ccc(C2[C@@H]3CN(S(=O)(=O)c4ccccc4C)C[C@H]2N3)cc1 (some centres not stated),4&-3
COc1cc(F)ccc1-c1csc(C(NC(C)=O)c2ccccc2)n1 (configuration not stated),-8
Cn1cnc([N+](=O)[O-])c1Oc1cccc2ccccc12,29
CC1(C)C(=O)C2(C(=O)NCc3ccccc3)CCC1C2 (configuration not stated),-17
c1ccc(-c2cc(-c3nnc4sc(-c5ccccn5)nn34)[nH]n2)cc1,1
O=C(NCc1ccccc1)c1cc(-c2cccs2)on1,-63
CCCN(C(=O)c1ccc(N2CCCC2=O)cc1)C1CCS(=O)(=O)C1 (configuration not stated),-2
COc1cccc(N2CCN(C(=O)CCNS(=O)(=O)c3ccc4c(c3)c(=O)n(C)c(=O)n4C)CC2)c1,7
Cc1ccc(CN2C(=O)CSC2c2cccnc2)cc1 (configuration not stated),3
N#Cc1ccc(NC(=O)c2cc(S(=O)(=O)N3CCOCC3)ccc2N2CCCC2)cc1,-3
CN(C)C(=O)c1ccc(-c2ccc(C3[C@@H]4CN(Cc5ccc6c(c5)OCO6)C[C@H]3N4)cc2)cc1 (some centres not stated),4&-2[25 µM]
CN(C)C(=O)c1cccc(-c2ccc(C3[C@H]4CNC[C@@H]3N4Cc3ccccn3)cc2)c1 (some centres not stated),-3&0
CCCOC1CCCN(C(=O)CCc2nnc(Cc3cccc(C)c3)o2)C1 (configuration not stated),-24
